ULK1 primary – inhibitors of human ULK1 kinase | AlphaScreen Atg13 phosphorylation by ULK1, luminescence | actives 1.9% (n = 30,000) | O75385 | inhibition, % at 5.96 µM; in the data active = inhibition above about 43%;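 note: 0% = median of compound wells and 100% = no enzyme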
Target sequence (O75385 whole entry, looked up): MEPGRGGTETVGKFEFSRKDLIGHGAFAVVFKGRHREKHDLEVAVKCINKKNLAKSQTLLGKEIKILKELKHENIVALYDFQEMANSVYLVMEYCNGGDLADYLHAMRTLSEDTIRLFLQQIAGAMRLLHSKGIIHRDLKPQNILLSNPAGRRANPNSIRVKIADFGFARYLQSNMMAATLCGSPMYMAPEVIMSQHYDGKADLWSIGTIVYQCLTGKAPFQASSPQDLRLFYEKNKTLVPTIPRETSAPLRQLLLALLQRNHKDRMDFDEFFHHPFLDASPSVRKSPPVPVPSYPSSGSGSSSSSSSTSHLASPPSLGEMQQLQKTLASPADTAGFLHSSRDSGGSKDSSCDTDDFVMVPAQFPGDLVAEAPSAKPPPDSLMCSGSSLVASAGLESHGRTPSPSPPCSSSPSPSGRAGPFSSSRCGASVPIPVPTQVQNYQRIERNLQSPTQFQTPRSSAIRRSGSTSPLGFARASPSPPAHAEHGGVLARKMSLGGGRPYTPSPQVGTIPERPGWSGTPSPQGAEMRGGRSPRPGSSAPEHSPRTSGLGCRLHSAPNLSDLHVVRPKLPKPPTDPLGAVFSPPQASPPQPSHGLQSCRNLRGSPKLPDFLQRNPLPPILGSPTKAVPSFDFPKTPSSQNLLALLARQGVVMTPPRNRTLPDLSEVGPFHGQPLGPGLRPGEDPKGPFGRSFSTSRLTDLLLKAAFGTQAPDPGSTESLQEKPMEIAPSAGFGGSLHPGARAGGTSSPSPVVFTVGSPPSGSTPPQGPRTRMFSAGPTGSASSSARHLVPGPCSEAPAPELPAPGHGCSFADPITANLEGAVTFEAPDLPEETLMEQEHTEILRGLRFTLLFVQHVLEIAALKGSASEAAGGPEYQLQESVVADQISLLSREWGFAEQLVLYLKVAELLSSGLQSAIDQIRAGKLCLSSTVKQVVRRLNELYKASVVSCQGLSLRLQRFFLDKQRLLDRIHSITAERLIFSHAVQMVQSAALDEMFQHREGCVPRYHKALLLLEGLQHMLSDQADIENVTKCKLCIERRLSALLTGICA
ASK1 inh – inhibitors of human ASK1 kinase; Q99683; AlphaScreen MKK6 phosphorylation by ASK1, luminescence; inhibition, % at 7.44 µM; actives 0.99% (n = 22,000); in the data active = inhibition above about 35%;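 note: 0% = median of compound wells and 100% = no enzyme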
An asterisk follows results filed as active; & = joins results of further samples.

`O=C1CSC(=Nc2ccc3c(c2)OCO3)N1` gave ULK1 primary 6.
For Cc1cnc(Nc2ccc(N3CCOCC3)cc2)nc1NCCN1CCOCC1 the results were ULK1 primary 4 and ASK1 inh 2.
For CCCNC(=O)c1ccnc(NCCCN2CCCC2=O)c1 the results were ULK1 primary 60* and ASK1 inh -36.
`CN1CCN(C(=O)c2ccc(-c3nc(NCCCN4CCCC4=O)c4ncn(Cc5ccc(C(F)(F)F)cc5)c4n3)cc2)CC1` gave ULK1 primary -9 and ASK1 inh 11.
For CC1(C)Cc2c(sc(NC(=O)c3ccccc3)c2C(=O)O)CO1 the results were ULK1 primary -2.
Screening Nc1nc(NCc2ccccc2)cc(N2CCC(N3CCOCC3)CC2)n1 returned ULK1 primary -5 and ASK1 inh 1.
CC(C)N1CCN(c2ccc(OC[C@H]3CO[C@](Cn4cncn4)(c4ccc(Cl)cc4Cl)O3)cc2)CC1 was read as ULK1 primary -1.
COc1ccc2c(c1)CC(C(=O)Nc1ccc(-c3ccnc(N)n3)cc1OC1CCN(C)C1)CO2 (stereo unspecified) was read as ULK1 primary -8 and ASK1 inh 5.
Cc1cnc(Nc2ccncc2)cc1Nc1ccccc1C(N)=O was read as ULK1 primary 0 and ASK1 inh -9.
Screening Nc1nccc(-c2ccc3nc(CCOc4ccc(CC(=O)NC5CC5)cc4)[nH]c3c2)n1 returned ULK1 primary 11 and ASK1 inh 6.
`CCN(CC)CCNC(=O)COc1ccc(Cl)cc1` gave ULK1 primary 7.
`Cc1cc(NCc2cccc(C(F)(F)F)c2)nc(-c2ccccc2)n1` gave ULK1 primary -22&-20 and ASK1 inh -11&-13.
`CCCNc1nc(-c2ccc(N3CCN(C)CC3)cc2)ncc1C` gave ULK1 primary 2 and ASK1 inh 3.
O=C1CCCN1CCCNc1nccc(NC2CC2)n1 was read as ULK1 primary -12 and ASK1 inh -1.
For CC(=O)N(CCC(Cc1ccccc1)C1CCOC(C)(C)C1)Cc1ccco1 (stereo unspecified) the results were ULK1 primary -3.
Screening CC(C)N(CCNC(=O)c1cnc(N2CCCC2CO)s1)C(C)C (stereo unspecified) returned ULK1 primary 11 and ASK1 inh -6.
For O=C(Nc1ccc2c(c1)OCO2)c1ccnc(N2CCC(N3CCOCC3)CC2)c1 the results were ULK1 primary 3 and ASK1 inh 4.
CN1CCN(c2ccc(-c3nc(NCCCN4CCCC4=O)c4ncn(-c5ccsc5)c4n3)cc2)CC1 was read as ULK1 primary -13 and ASK1 inh 6.
Screening Nc1cccc(-c2nc3ccc(C(=O)Nc4ccccc4)cc3s2)c1 returned ULK1 primary -19 and ASK1 inh -6.
`Nc1nc(N2CCC(N3CCOCC3)CC2)nc2c1ncn2C1CCCCC1` gave ULK1 primary 3 and ASK1 inh 9.
`O=C(NCCOc1ccccc1)C1CCN(c2ccc(Nc3ccc(-n4ccnc4)cc3)nn2)CC1` gave ULK1 primary 5 and ASK1 inh -4.
`Cn1cc(-c2cccc3nc(Nc4ccc(-n5cnc(N6CCOCC6)n5)cc4)ncc23)cn1` gave ULK1 primary 15 and ASK1 inh 9.
Screening Cc1ncn(-c2ccc(Nc3ncc4cccc(-c5cnn(CCN6CCOCC6)c5)c4n3)cc2)n1 returned ULK1 primary 63* and ASK1 inh -9.
Screening c1cc(Nc2ccc(N3CCOCC3)cc2)cc(Nc2ccc(N3CCOCC3)cc2)n1 returned ULK1 primary 6 and ASK1 inh 29.
COc1ccc(-c2nc(NC3CC3)nc(OC)n2)cn1 was read as ULK1 primary -24 and ASK1 inh 9.
For CCN(CC)C(=O)C1CCCN(c2cccc(C(=O)NCCOc3ccccc3)n2)C1 (stereo unspecified) the results were ULK1 primary -1 and ASK1 inh -24.
`CCCCn1c(SCCC(=O)O)nc2c1c(=O)[nH]c(=O)n2C` gave ULK1 primary -1.
Screening Cc1noc(C)c1-c1nc(NCc2ccccc2)c2ncn(CCN3CCCC3=O)c2n1 returned ULK1 primary -6 and ASK1 inh -12.
Screening CN1CCN(C(=O)c2ccc(-c3cccc(C(N)=O)c3)cc2)CC1 returned ULK1 primary 7 and ASK1 inh -3.
Screening Nc1nc(=O)n([C@H]2C[C@H](O)[C@@H](CO)O2)cc1I returned ULK1 primary -1.
For CC(=O)Nc1ccc(Nc2ccnc(Nc3ccccc3)n2)cc1 the results were ULK1 primary 4 and ASK1 inh -13.
`OCCNc1nc(NCc2ccc3c(c2)OCO3)nc2c1ncn2-c1ccsc1` gave ULK1 primary 0 and ASK1 inh -15.
C=CCSc1nc2c(c(=O)[nH]1)C(c1ccccc1)C(C(=O)OC)=C(C)N2 (stereo unspecified) was read as ULK1 primary 10.
`O=C(NCCc1ccc(O)cc1)c1cccc(Nc2ccncc2)n1` gave ULK1 primary -5 and ASK1 inh 9.
Nc1cccc(-c2nc(NC3CC3)c3ncn(-c4ccccc4)c3n2)c1 was read as ULK1 primary -3 and ASK1 inh -11.
COc1cccc(CNC(=O)c2cc3ccc(-c4ccncc4)nc3[nH]2)c1 was read as ULK1 primary 0 and ASK1 inh -8.
For CC(=O)c1cccc(-c2cc(NCCO)nc(N)n2)c1 the results were ULK1 primary 3 and ASK1 inh -3.
Screening COc1cc(Nc2nc(Nc3ccncn3)nc3c2ncn3Cc2ccc(C(F)(F)F)cc2)cc(OC)c1OC returned ULK1 primary -29 and ASK1 inh -14.
`CC(C)N(CCNc1ncnc2nc(-c3ccc(C(=O)N4CCN(C)CC4)cc3)[nH]c12)C(C)C` gave ULK1 primary 9 and ASK1 inh 7.
`Nc1nc(NCCN2CCOCC2)cc(Nc2nccc3ccccc23)n1` gave ULK1 primary 6 and ASK1 inh -6.
Screening CC(=O)Nc1ccc(NC(=O)c2csc(Nc3cccc(N(C)C)c3)n2)cc1 returned ULK1 primary 26 and ASK1 inh 19.
Screening c1cc(-c2ccc3nc(-c4ccc(N5CCOCC5)s4)[nH]c3c2)ccn1 returned ULK1 primary -4 and ASK1 inh -2.
For O=C(Nc1nc(CC(=O)N2CCN(c3ccc(F)cc3)CC2)cs1)NC1CCCC1 the results were ULK1 primary 3.
`CN(C)C(=O)[C@H](O)CNC(=O)c1cccnc1Nc1ccc2[nH]ncc2c1` gave ULK1 primary 5 and ASK1 inh 8.
Screening CN(C)C(=O)[C@H](O)CNC(=O)c1cccc(Nc2ccc3[nH]ncc3c2)n1 returned ULK1 primary 3 and ASK1 inh -12.
For Cc1cnc(Cl)nc1NCCCN1CCCC1=O the results were ULK1 primary -4 and ASK1 inh -5.
For Nc1nc(NCc2nc3ccccc3[nH]2)cc(Nc2ccncn2)n1 the results were ULK1 primary 7 and ASK1 inh -26.
Screening Oc1ccc(CCNc2ccnc(NC3CCC(O)CC3)n2)cc1 (stereo unspecified) returned ULK1 primary -10 and ASK1 inh -2.
Screening CCN(CC)c1nc(NCc2cccc(C(F)(F)F)c2)nc(N2CCN(Cc3ccc4c(c3)OCO4)CC2)n1 returned ULK1 primary -5 and ASK1 inh -6.
For COc1cc2nc(-c3cccc(N)c3)nc(Nc3ccc(Oc4ccccc4)cc3)c2cc1OC the results were ULK1 primary -53 and ASK1 inh 35.
For O=C(Nc1ccc2[nH]ncc2c1)[C@@H]1CCCN1C(=O)[C@H](O)c1cccc(Cl)c1 the results were ULK1 primary 1 and ASK1 inh -5.
For O=C(NCCN1CCOCC1)c1ccc2nc(Nc3ccncn3)sc2c1 the results were ULK1 primary 13 and ASK1 inh -9.
CC(C)n1c(Nc2ccccc2)nc2c(NCc3cccc(C(F)(F)F)c3)ncnc21 was read as ULK1 primary -32 and ASK1 inh -21.
Screening O=C1CCCN1CCn1cnc2c(NCc3ccccc3)nc(N3CCc4ccccc4C3)nc21 returned ULK1 primary -8 and ASK1 inh -6.
Screening O=C(NCCOc1ccccc1)c1ccnc(N2CCOCC2)c1 returned ULK1 primary -11 and ASK1 inh -11.
For O=C(NC1CCN(Cc2ccccc2)CC1)c1cnc(N2CCOCC2)s1 the results were ULK1 primary 1 and ASK1 inh 1.
COc1ccc(-c2cccc(C(=O)NCCCN3CCCC3=O)n2)cn1 was read as ULK1 primary -8 and ASK1 inh -6.
Screening COc1cc(Nc2nc(NCCN3CCOCC3)nc3nc[nH]c23)cc(OC)c1OC returned ULK1 primary 4 and ASK1 inh -3.
`O=C(NC1CCN(Cc2ccccc2)CC1)c1cccc(Nc2ccccn2)n1` gave ULK1 primary -12 and ASK1 inh 0.
Screening CC(C)(C)C(=O)Nc1nc(CC(=O)Nc2cccc(F)c2)cs1 returned ULK1 primary 1.
`CCCNc1nc(NCc2ccc3c(c2)OCO3)nc2c1ncn2CCN1CCCC1=O` gave ULK1 primary -3 and ASK1 inh -1.
For CC(C)n1c(Nc2ccncc2)nc2c(NCc3cccc(C(F)(F)F)c3)ncnc21 the results were ULK1 primary -19 and ASK1 inh 2.
`O=C(NCCOc1ccccc1)c1csc(Nc2ccc(N3CCOCC3)cc2)n1` gave ULK1 primary 8 and ASK1 inh 19.
`O=C(NCCCN1CCCC1=O)c1ccc2nc(Nc3ccccc3)sc2c1` gave ULK1 primary 12 and ASK1 inh -5.
CNS(=O)(=O)c1ccccc1Nc1nc(Nc2ccc(N3CCOCC3)cc2OC)ncc1Br was read as ULK1 primary 91* and ASK1 inh -46.
For Nc1cc(-c2ccc(C(=O)NC3CC3)cc2)ncn1 the results were ULK1 primary -4 and ASK1 inh 3.
For O=C1CCCN1CCCNc1nc(NCc2cccc(C(F)(F)F)c2)c2[nH]cnc2n1 the results were ULK1 primary -6 and ASK1 inh 0.
Cc1ncn(-c2ccc(Nc3nccc(N4CCC(C(=O)O)CC4)n3)cc2)n1 was read as ULK1 primary 13 and ASK1 inh -13.
Screening CCN(CC)C(=O)C1CCCN(c2cccc(C(=O)Nc3ccccc3)n2)C1 (stereo unspecified) returned ULK1 primary 8 and ASK1 inh 2.
Screening NC(=O)c1ccc(-c2nc(NCc3cccc(C(F)(F)F)c3)c3ncn(CCN4CCCC4=O)c3n2)cc1 returned ULK1 primary -7 and ASK1 inh 7.
c1ccc(CN2CCC(Nc3nc(N4CCN(c5ccccn5)CC4)nc4nc[nH]c34)CC2)cc1 was read as ULK1 primary 6 and ASK1 inh -15.
For CCS(=O)(=O)c1ccc(F)cc1 the results were ULK1 primary 4.
CCCN(CCC)c1nc(-c2ccncc2)nc2cnccc12 was read as ULK1 primary 4 and ASK1 inh 0.
`Nc1nc(N2CCN(c3ccccn3)CC2)nc2c1ncn2-c1ccccc1` gave ULK1 primary 4 and ASK1 inh 7.
CCN(CC)C(=O)C1CCCN(c2nc(NCCc3ccc(OC)cc3)nc(N(CC)CC)n2)C1 (stereo unspecified) was read as ULK1 primary -11 and ASK1 inh -13.

Molecules listed so far containing an aryl thioether with sulfur outside any ring:
`CCCCn1c(SCCC(=O)O)nc2c1c(=O)[nH]c(=O)n2C` gave ULK1 primary -1.
C=CCSc1nc2c(c(=O)[nH]1)C(c1ccccc1)C(C(=O)OC)=C(C)N2 (stereo unspecified) was read as ULK1 primary 10.

The list continues:
CN(C)C1CCN(c2cc(-c3cn[nH]c3)ccc2NC(=O)C2COc3ccc(F)cc3C2)C1 (stereo unspecified) was read as ULK1 primary -9 and ASK1 inh -14.
`O=C(NCc1ccccc1)c1csc(NC2CCC(O)CC2)n1` (stereo unspecified) gave ULK1 primary 4 and ASK1 inh -2.
Screening Cc1cncc2cccc(NC3CCN(C(=O)C(N)c4ccc(F)cc4)C3)c12 (stereo unspecified) returned ULK1 primary 9 and ASK1 inh -22.
For CC(=O)Nc1ccc(-c2cnc3cccc(-c4ccncc4)c3c2)cc1 the results were ULK1 primary 0 and ASK1 inh -1.
For O=C(Nc1ccc(-c2ccncc2)cc1)[C@H]1COc2ccccc2O1 the results were ULK1 primary -11&-10 and ASK1 inh 11&1.
Screening Cc1nc(C)n(-c2ccc(Nc3nccc(-c4cc(F)cc(-c5ccnn5C)c4)n3)cc2)n1 returned ULK1 primary -1 and ASK1 inh 5.
`CN1CCN(C(=O)c2ccc(-c3nc(NCc4ccccc4)c4ncn(CCN5CCCC5=O)c4n3)cc2)CC1` gave ULK1 primary 9 and ASK1 inh 11.
For Cc1cnc(-c2ccccc2)nc1NCCO the results were ULK1 primary 6 and ASK1 inh -1.
`COc1ccc(CCNc2cc(-c3csc4ccccc34)nc(N)n2)cc1` gave ULK1 primary -47 and ASK1 inh 10.
For CCCNC(=O)c1cnc(Br)s1 the results were ULK1 primary -12 and ASK1 inh 4.

Molecules listed so far that contain an aryl methoxy group:
COc1ccc2c(c1)CC(C(=O)Nc1ccc(-c3ccnc(N)n3)cc1OC1CCN(C)C1)CO2 (stereo unspecified) was read as ULK1 primary -8 and ASK1 inh 5.
COc1ccc(-c2nc(NC3CC3)nc(OC)n2)cn1 was read as ULK1 primary -24 and ASK1 inh 9.
COc1cccc(CNC(=O)c2cc3ccc(-c4ccncc4)nc3[nH]2)c1 was read as ULK1 primary 0 and ASK1 inh -8.
Screening COc1cc(Nc2nc(Nc3ccncn3)nc3c2ncn3Cc2ccc(C(F)(F)F)cc2)cc(OC)c1OC returned ULK1 primary -29 and ASK1 inh -14.
For COc1cc2nc(-c3cccc(N)c3)nc(Nc3ccc(Oc4ccccc4)cc3)c2cc1OC the results were ULK1 primary -53 and ASK1 inh 35.
COc1ccc(-c2cccc(C(=O)NCCCN3CCCC3=O)n2)cn1 was read as ULK1 primary -8 and ASK1 inh -6.
Screening COc1cc(Nc2nc(NCCN3CCOCC3)nc3nc[nH]c23)cc(OC)c1OC returned ULK1 primary 4 and ASK1 inh -3.
CNS(=O)(=O)c1ccccc1Nc1nc(Nc2ccc(N3CCOCC3)cc2OC)ncc1Br was read as ULK1 primary 91* and ASK1 inh -46.
CCN(CC)C(=O)C1CCCN(c2nc(NCCc3ccc(OC)cc3)nc(N(CC)CC)n2)C1 (stereo unspecified) was read as ULK1 primary -11 and ASK1 inh -13.
`COc1ccc(CCNc2cc(-c3csc4ccccc34)nc(N)n2)cc1` gave ULK1 primary -47 and ASK1 inh 10.

Screening data: PubChem, The Scripps Research Institute Molecular Screening Center
